# Compound activity (PubChem BioAssay)
# M. tuberculosis GlmU: inhibition of mycobacterial GlmU enzyme – biochemical, glucosamine-1-phosphate acetyltransferase (AID 1376); M. tuberculosis GlmU acetyltransferase enzyme assay; higher % means a stronger effect; one-dose inhibition, %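 (tested at 30 µM in the primary screen)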; IC50 in µM for titrated hits; 220,000 compounds, 0.25% hits; in the data active means inhibition above about 13%;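 further: 0% = complete reaction with vehicle and 100% = reaction without substrate; strong numbers were not always called active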
# RmlCD inh 1536: blocks M. tuberculosis RmlC and RmlD coupled enzymes; P9WH09+P9WH11; RmlC+RmlD coupled enzyme assay, percent inhibition; primary screen in compound mixtures; inhibition, % at 3.6 µM; 160,000 compounds, 0.03% hits; AID 1533; in the data active means inhibition mostly above about 34%, no sharp cut-off; further: some results filed as inactive read as strong as hits
# Target sequence (P9WH09 whole entry, looked up): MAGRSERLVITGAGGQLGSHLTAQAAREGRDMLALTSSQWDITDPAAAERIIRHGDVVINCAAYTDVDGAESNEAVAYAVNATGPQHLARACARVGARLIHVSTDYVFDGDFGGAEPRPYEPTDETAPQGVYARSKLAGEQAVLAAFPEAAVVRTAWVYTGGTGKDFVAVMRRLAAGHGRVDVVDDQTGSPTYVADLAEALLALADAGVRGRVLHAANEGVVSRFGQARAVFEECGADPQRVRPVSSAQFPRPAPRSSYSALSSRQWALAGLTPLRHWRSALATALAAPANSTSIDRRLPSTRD
# Target sequence (P9WH11 whole entry, looked up): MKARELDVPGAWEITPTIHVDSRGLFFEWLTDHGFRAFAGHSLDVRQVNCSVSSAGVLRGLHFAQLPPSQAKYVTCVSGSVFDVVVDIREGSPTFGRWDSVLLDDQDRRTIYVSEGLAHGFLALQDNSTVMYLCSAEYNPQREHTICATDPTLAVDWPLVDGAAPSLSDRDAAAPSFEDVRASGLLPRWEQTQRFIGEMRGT
# * marks the source's active call; other numbers are inactive results; x = not tested or not shown. These rows are one share of the data; count on the stated rates, not on these rows.
SMILES,M. tuberculosis GlmU,RmlCD inh 1536
O=C(CNc1ccc(Cl)cc1)NNC(=S)NCc1ccccc1,-1.4%,5
COc1ccc(-c2ccc(/C=C3\C(=O)N(c4ccccc4)N=C3c3ccccc3)o2)c([N+](=O)[O-])c1,1.1%,x
COC(=O)c1oc(-c2ccc(Cl)cc2)nc1C,-8.9%,-5
O=C(CSc1nc(-c2ccccc2)cs1)N1CCc2ccccc21,6.2%,x
Cc1nn(-c2ccccc2)c(C)c1/C=N/NC(=O)c1cccs1,0.5%,-7
O=C(Nc1nnc(-c2ccccc2F)s1)C1CCCO1 (stereo not given),5.1%,-7
CC/C(=N\Nc1cccc2ccccc12)c1c(O)[nH]c(=O)[nH]c1=O,3.4%,6
O=C1CC(Nc2ccc(N3CCOCC3)cc2)C(=O)N1CCc1ccccc1 (stereo not given),-3.1%,x
CCOC(=O)C1=C(N)OC2=C(C(=O)CCC2)C1c1ccc(C)s1 (stereo not given),-1.5%,-6
NS(=O)(=O)c1ccc(NC(=O)CN2CCc3ccccc32)cc1,-6.3%,5
CCN1C(=O)C2(C(C#N)=C(N)Oc3n[nH]c(-c4ccc(Cl)cc4)c32)c2ccccc21 (stereo not given),0.1%,2
CC(C)S(=O)(=O)c1csc(C(=O)NN)c1-n1cccc1,-0.2%,-7
COc1ccccc1NC(=O)N1CCCC1C(=O)NC12CC3CC(CC(C3)C1)C2 (stereo not given),3.8%,x
CC[N+](C)(C)CC/C=C1/c2ccccc2Sc2ccc(Cl)cc21,1.1%,12
c1ccc(-c2nc(NCc3ccco3)c3ccccc3n2)cc1,2.4%,-11
CCOC(=O)c1ccc2[nH]c(C)c(C)c2c1,3.9%,x
COC(=O)C1=C(C)N(C(C)c2ccccc2)C(=O)C1 (stereo not given),5.2%,-6
Cc1ccc(NCc2nnc(SCC(=O)N3c4ccccc4Sc4ccccc43)o2)c(C)c1,7.0%,2
CC1CCN(c2ccccc2NC(=S)NC(=O)c2cccs2)CC1,-0.1%,x
CCN1C(=O)C(C(=O)Nc2ccc(OC)cc2)C2CC1(C)Oc1ccccc12 (stereo not given),-1.7%,0
CCc1nc(SCC(=O)c2ccc3c(c2)OCCO3)c2ccccc2n1,-1.1%,5
Cc1ccc(/C=N/NC(=O)CSCc2ccc(Cl)cc2)cc1,4.7%,7
CC1CCCN(c2ccc(C(=O)NCc3ccccc3)cn2)C1 (stereo not given),-5.1%,7
O=C(CSC1CN(C(c2ccccc2)c2ccccc2)C1)N/N=C/c1ccccc1,1.1%,14
CC1=Nc2ccccc2/C1=C\c1sc(Nc2ccc(C)cc2)nc1O,-3.3%,0
COC(=O)C1=C(C)NC2=C(C(=O)CCC2)C1c1cn(Cc2ccc(Br)cc2)nc1-c1ccccc1 (stereo not given),-1.8%,-2
O=C(Nc1ncc(Cl)cc1Cl)c1c(F)cccc1Cl,-4.8%,-12
Cc1ccc(-c2nc(CS(=O)CC(=O)NC3CCC(C)CC3)c(C)o2)cc1 (stereo not given),2.8%,4
O=C(c1cnccn1)N1CCN(c2ccccc2F)CC1,-2.8%,8
O=C(CSc1n[nH]c(=O)n1C1CC1)NCc1ccccc1,-2.0%,x
CCCCOc1ccc(Cl)cc1CSc1nnc(C)n1N,1.3%,24
CSc1nc(C)cc(OCC(=O)n2nc(C)cc2C)n1,4.0%,x
COc1ccc(N(CC(=O)NCCC2=CCCCC2)S(=O)(=O)c2c(C)[nH]c(=O)[nH]c2=O)cc1,-1.2%,29
CCN(CC)S(=O)(=O)c1ccc(/C=C/C(=O)OCC#N)cc1,2.3%,6
O=C(N/C(=C/c1cccnc1)C(=O)N1CCOCC1)c1ccccc1,0.2%,5
Cc1sc2nc(C3CC3)nc(SCC(=O)N3CCCc4ccccc43)c2c1C,1.0%,-7
Oc1c(Cl)cc(Cl)cc1C(C#Cc1ccccc1)N1CCOCC1 (stereo not given),-0.1%,11
COC(CNC(=O)C(C)n1nc(C)c2ccccc21)OC (stereo not given),-5.6%,8
O=C(CC1S/C(=N\S(=O)(=O)c2ccc(F)cc2)N(c2ccccc2)C1=O)Nc1ccccc1 (stereo not given),0.9%,5
COc1ccc(CCN2C(=O)CCC2(C)C(=O)NC2CCCC2)cc1OC (stereo not given),-5.3%,-8
CN(Cc1ccccc1)C(=O)c1cnc2n(c1=O)CCS2,10%,x
CC(=O)OCC1OC(n2ccc(=O)[nH]c2=O)C(O)C1O (stereo not given),-1.6%,-2
Cc1ccc2nc(C)c3c(c2c1)N(c1ccccc1)CC3,1.2%,5
C=C(C)COc1ccc2oc(C)c(C(=O)OCCOC)c2c1,6.4%,x
Cc1ccccc1C(=O)NC(=S)Nc1ccc(S(=O)(=O)N2CCOCC2)cc1,0.8%,-4
CCCC(=O)N1CC2(CCC)CN(C(=O)CCC)CC(CCC)(C1)C2=O,-5.0%,4
COCCn1c(SCC#N)nnc1-c1ccc(OC)cc1,-0.3%,x
Cc1ccc(-n2[nH]c(C)c(/C=N/Nc3ccc([N+](=O)[O-])cc3[N+](=O)[O-])c2=O)cc1C,-3.5%,8
N#CCCn1c(=O)n(CCC#N)c2ccccc21,-1.6%,x
O=C(O)c1cc2c(ccc3ccccc32)oc1=O,2.5%,-4
CCCCNC(=O)CC(=O)Nc1ccccc1C(=O)O,-0.1%,6
O=C(N/N=C\c1ccc([N+](=O)[O-])o1)c1cncc(Br)c1,1.0%,6
CC1C(C#N)=C(N)OC2=C1C(=O)CCC2 (stereo not given),-2.1%,x
O=C(COC(=O)c1ccc[n+]([O-])c1)Nc1c(Br)cc([N+](=O)[O-])cc1Br,0.1%,2
Cn1cc(S(=O)(=O)NCc2ccco2)c(=O)n(C)c1=O,7.4%,x
CCOC(=O)C1(CC)NC(c2ccc(N(C)C)cc2)C2C(=O)N(C)C(=O)C21 (stereo not given),2.5%,x
C/C(=C\C=C(C#N)C#N)c1cc(C#N)c(N)o1,6.2%,2
O=C(NCCSc1ccccc1)c1ccc(CN2CCOCC2)cc1,2.8%,-15
NS(=O)(=O)c1ccc(NC(=O)c2c(Cl)cccc2Cl)cc1,4.8%,12
O=C(COc1ccccc1)N(Cc1cccs1)C1CCS(=O)(=O)C1 (stereo not given),2.6%,-5

# At a glance, 6 of the compounds above:
SMILES,M. tuberculosis GlmU,RmlCD inh 1536
Cn1cc(S(=O)(=O)NCc2ccco2)c(=O)n(C)c1=O,7.4%,x
CCOC(=O)C1(CC)NC(c2ccc(N(C)C)cc2)C2C(=O)N(C)C(=O)C21 (stereo not given),2.5%,x
C/C(=C\C=C(C#N)C#N)c1cc(C#N)c(N)o1,6.2%,2
O=C(NCCSc1ccccc1)c1ccc(CN2CCOCC2)cc1,2.8%,-15
NS(=O)(=O)c1ccc(NC(=O)c2c(Cl)cccc2Cl)cc1,4.8%,12
O=C(COc1ccccc1)N(Cc1cccs1)C1CCS(=O)(=O)C1 (stereo not given),2.6%,-5

# Additional entries.
SMILES,M. tuberculosis GlmU,RmlCD inh 1536
COc1ccc(OCC(=O)Nc2nc3ccccc3[nH]2)cc1,4.1%,x
Cc1cc(NC(=O)CSc2nc3ccccc3n2CC(=O)N2CC(C)CC(C)C2)no1 (stereo not given),2.8%,7
COc1ccccc1C(=O)NCC(=O)OCC(=O)c1ccc2c(c1)-c1ccccc1C2,0.6%,2
Cc1ccc(C2Nc3ccc4ccccc4c3C3=C2C(=O)CC(C)(C)C3)o1 (stereo not given),0.9%,x
O=C(Oc1oc(-c2ccco2)nc1C=Nc1ccccc1)c1ccoc1,-6.1%,x
O=C(COc1cccnc1[N+](=O)[O-])c1c[nH]c2ccccc12,-8.4%,-6
CCc1ccc(NC(=O)CSc2nnc(CNC(=O)c3c(F)cccc3Cl)o2)cc1,1.7%,-12
Cc1cccc2cc(CN(CCCN3CCOCC3)Cc3nnnn3C(C)(C)C)c(=O)[nH]c12,-3.4%,-5
O=C(NNC1=NCCC1)c1cccc(S(=O)(=O)N2CCCC2)c1,3.4%,7
O=C(N1CCC(O)(c2cccnc2)CC1)C12CC3CC(CC(C3)C1)C2,-0.2%,-5
C#CCn1c(=NC(=O)c2ccccc2[N+](=O)[O-])sc2cc(S(C)(=O)=O)ccc21,3.2%,-7
CC(C)NC(=O)C(=O)NC1CCCCCC1,-3.6%,x
Fc1ccc2nc3n(c2c1F)CCCCCC3,0.9%,10
Cc1ccc(NC(NC(=O)c2ccccn2)C(Cl)(Cl)Cl)cc1 (stereo not given),2.7%,x
Cc1cc(C(F)F)n2nc(C(=O)Nc3ccc(F)cc3F)nc2n1,-3.6%,x
COc1ccc(S(=O)(=O)N2CCC(C(=O)NCCc3ccc4c(c3)OCO4)CC2)cc1,-6.7%,-7
CCc1c(C)sc(NC(=O)c2ccccc2[N+](=O)[O-])c1C(N)=O,2.4%,1
CC[C@@H](C)C(NC(=O)OC(C)(C)C)c1cn([C@@H](CCC(=O)OC(C)(C)C)C(=O)N2CCN(C(=O)OC(C)(C)C)CC2)nn1 (stereo not given in full),-1.1%,x
CCOC(=O)n1c(=O)oc2ccc(Cl)cc21,4.8%,x
Nc1nonc1-n1nnc(C(=O)N/N=C/c2cccc(Cl)c2)c1CSc1ccccc1,-0.3%,-20

# A different layout for part of the listing above:
SMILES: CC(C)NC(=O)C(=O)NC1CCCCCC1
- M. tuberculosis GlmU: -3.6%
- RmlCD inh 1536: x
SMILES: CCOC(=O)n1c(=O)oc2ccc(Cl)cc21
- M. tuberculosis GlmU: 4.8%
- RmlCD inh 1536: x
SMILES: CCc1ccc(NC(=O)CSc2nnc(CNC(=O)c3c(F)cccc3Cl)o2)cc1
- M. tuberculosis GlmU: 1.7%
- RmlCD inh 1536: -12

# Further structures:
SMILES,M. tuberculosis GlmU,RmlCD inh 1536
Cc1cc(Nc2ccc(F)cc2)nc(N)n1,3.7%,-1
Cc1nc2c(cnn2-c2ccccc2Cl)c(=O)n1-c1ccc(N2CCC(C)CC2)cc1,0.9%,-15
C1CC2CN(c3nc4nonc4nc3N3CCSCC3)CCN2C1 (stereo not given),-1.9%,x
COc1ccc(NC(=O)c2ccc(COCC(F)(F)C(F)F)cc2)cc1OC,2.2%,-9
COc1cc2c(cc1OC)C(SC)=NC(C)(C)C2,8.7%,x
CCCC12CN3CCN(CC(C3)/C1=N\NC(=O)c1ccncc1)C2,-5.7%,60
COc1cc(Cl)c(C)cc1NC(=O)COC(=O)C(NS(=O)(=O)c1ccc(Cl)cc1)C(C)O (stereo not given),-7.0%,10
NC(=O)C1=C[C@@H](C2CCCCC2)C[C@@H](OCc2ccc(CO)cc2)O1,1.8%,x
COc1ccc(CCNC(=O)CN(c2ccccc2)S(C)(=O)=O)cc1OC,4.9%,x
CN(CC(=O)Nc1ccccc1Oc1ccccc1)Cc1ccccc1F,-0.8%,18
CC(C)(C)NC(=O)Cn1cc(C(=O)c2ccccc2F)c2ccccc21,6.2%,x
CSC(=NCCCN1CCOCC1)NS(=O)(=O)c1cccs1,-0.5%,10
CCCCn1c(N)c(NCC)c(=O)[nH]c1=O,0.6%,9
Cc1ccc(S(=O)(=O)N2CCCC2C(=O)N2CCCCCC2)cc1 (stereo not given),1.2%,8
Cc1ccc[n+](CC(=O)Nc2nc3ccccc3s2)c1,-1.5%,x
Cc1ccc(C(=O)Cn2c(C)cc(C)c(C#N)c2=O)cc1,-5.0%,x
CN(C)S(=O)(=O)c1ccc(C(=O)OCn2nnc3ccccc3c2=O)cc1,5.3%,-7
CSc1ccc(/C=C(\NC(=O)c2ccc(C)cc2)C(=O)NN)cc1,-0.2%,-9
Cc1ccc(C)n1CCN1CCN(C(=O)CC#N)CC1,-5.0%,-10
Cn1c(CO)cnc1S(=O)(=O)Cc1ccc([N+](=O)[O-])cc1,-3.4%,11
O=[N+]([O-])c1ccc(N2CCN(C(=S)c3cccc([N+](=O)[O-])c3)CC2)cc1,11%,2
COC(=O)C1=C(C)NC2=C(C(=O)CCC2)C1c1ccccn1 (stereo not given),-5.5%,x
COc1cc(OC)c(OC)cc1/C=N/NC(=S)NCC1CCCO1 (stereo not given),-0.6%,18
Nc1ccc(OCCCc2c(N)nc(N)nc2N)cc1,-11%,-13
Cc1cc(C)cc(OCC(=O)NNC(=O)C2CCCO2)c1 (stereo not given),-0.8%,2
O=c1[nH]c2cc3c(cc2cc1CN(Cc1ccco1)C(=S)NCCCN1CCOCC1)OCCO3,-4.4%,12
CCOc1ccc(NC(=S)N(CCOC)C(C)c2ccco2)cc1 (stereo not given),0.3%,6
Cc1cc(C(=O)OCC(=O)Nc2cc(S(=O)(=O)N(C)C)ccc2C)c2ccccc2n1,-3.2%,-3
CSc1ccccc1NC(=O)C1CC(c2ccccc2O)=NO1 (stereo not given),-6.6%,5
O=C(NCCN1CCCCC1)c1ccco1,-6.5%,x
COc1ccccc1-n1cnnc1SCC(=O)NCc1cccs1,3.1%,7
Cc1cccc(NC(=O)c2cc(-c3ccccn3)nc3ccccc23)c1C,-7.0%,-2
COc1ccc(NC(=O)CN2CCN(S(=O)(=O)c3ccc(F)cc3)CC2)cc1Cl,4.5%,57
COc1ccc(CCNC(=O)C2CC(c3ccc(C(F)(F)F)cc3)=NO2)cc1 (stereo not given),2.6%,x
COc1cccc(C(=O)Nc2nnc(-c3ccc(Cl)cc3)o2)c1,-0.2%,x
O=C1/C(=C/c2ccccn2)SC(=S)N1N1CCOCC1,-4.4%,6
